A549 NSCLC growth: A549 NSCLC cell proliferation inhibitors – ATP luminescence, human non-small cell lung line, primary screen (AID 371). A549 growth inhibition, ATP luminescence; hits give high values. growth inhibition, % at 10 µM. 3,300 tested, 8.4% active;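 active = mean growth inhibition over the two runs of 50% or more; inactive = mean growth inhibition under 50%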;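 also: compound exposure lasted 72 h before the ATP read; 0% = untreated cell signal and 100% = no luminescence left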
AID364: Jurkat cell viability reduction – Jurkat E6.1, NIH starter set, primary screen (AID 364). Jurkat E6.1 viability, ATP luminescence, 48 h; higher % means a stronger effect. 3,300 tested, 2% active. inhibition, % at 4 µM, or CC50 in µM where a hit was titrated;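 active = concentration giving half-maximal inhibition at or below 20 micromolar; inactive = half-maximal concentration above 20 micromolar, or not dose tested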;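 also: 100% = cells treated with 4 µM doxorubicin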
HT29 cell growth-1: HT29 colon tumor cell growth inhibition, primary screen, imaging, high content imaging, 48 h, CellTiter-Glo (AID 771); HT29 cell growth, HCS imaging cell count, 48 h; hits give high values; growth inhibition, % at 10 µM; 3,300 tested, 2% active;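 active = growth inhibition above 90%, meaning viable cell count by imaging cut by more than 90% versus vehicle controls; inactive = growth inhibition below 90%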;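 also: percent fewer viable cells counted by imaging than vehicle controls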
AID772: HT29 colon tumor cell growth inhibition, primary screen, imaging, high content imaging, 72 h, CellTiter-Glo (AID 772) | HT29 cell growth, HCS imaging cell count, 72 h; hits give high values | 3,300 tested, 0.6% active | growth inhibition, % at 10 µM;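 active = growth inhibition above 90%, meaning viable cell count cut by more than 90% versus vehicle controls; inactive = growth inhibition below 90%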
HT29 cell growth-2: HT29 colon tumor cell growth inhibition, primary screen, imaging, high content imaging, 24 h, CellTiter-Glo (AID 770); HT29 cell number by imaging, 24 h; hits give high values; growth inhibition, % at 10 µM; 3,300 tested, under 10 active;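 active = growth inhibition above 90% in viable cell count at a single dose; inactive = growth inhibition below 90%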
HT29 cell growth-2 condensed nuclei: further read-out of HT29 cell growth-2, marked with its call; condensed nuclei, %; measured here: percent cells with condensed nuclei;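 share of cells whose nuclear area falls below control median minus 1.5 SD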
HT29 cell growth-2 ATP viability: second read-out of HT29 cell growth-2, no call of its own (marks repeat the call); growth inhibition, %; measured here: ATP CellTiter-Glo viability
HT29 cell growth-1 condensed nuclei: second read-out of HT29 cell growth-1, no call of its own (marks repeat the call); condensed nuclei, %; measured here: percent cells with condensed nuclei;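 condensed means Hoechst nuclear area under control median minus 1.5 SD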
HT29 cell growth-1 ATP viability: also measured in HT29 cell growth-1; calls as there; growth inhibition, %; measured here: ATP CellTiter-Glo viability inhibition
AID772 condensed nuclei: second read-out of AID772, no call of its own (marks repeat the call); condensed nuclei, %; measured here: percent cells with condensed nuclei;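 condensed means nuclear area below control median minus 1.5 SD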
AID772 second: also measured in AID772; calls as there; growth inhibition, %; measured here: ATP CellTiter-Glo viability
Active calls of the source: *; x = no result given. An excerpt (hit frequency here may not be typical).

SMILES	A549 NSCLC growth	AID364	HT29 cell growth-1	HT29 cell growth-1 condensed nuclei	HT29 cell growth-1 ATP viability	AID772	AID772 condensed nuclei	AID772 second	HT29 cell growth-2	HT29 cell growth-2 condensed nuclei	HT29 cell growth-2 ATP viability
CC(C)Sc1nc(N2CCCC2)c2c(c1C#N)CC(C)(C)OC2	32	12%	10	3.6	14	13	6	-40	-32	2.8	-23
CCn1cc(C(=O)NCC2CCCO2)c(=O)c2cc(F)c(N3CCN(C)CC3)cc21 (configuration not stated)	-1	-6%	-7	3.5	-24	-39	4	-47	-17	1.6	-11
CCOC(=O)c1ccc(CC2S/C(=C(\C#N)C(C)=O)NC2=O)cc1 (configuration not stated)	26	2%	39	2.1	21	39	5	14	43	6.3	4
Cn1c(=O)[nH]c(=O)c2c1nc(N1CCN(c3cccc(Cl)c3)CC1)n2CCCc1ccccc1	1	-1%	11	7.8	2	-31	6	-8	37	7.5	-1
COC(=O)CSc1nc(N)nc(C)c1Br	1	-4%	-12	3.8	-28	-44	5	-41	-12	3.4	-13
CCCCCCn1cc(C(=O)O)c(=O)c2ccccc21	14	0%	-28	2.7	2	47	5	29	2	10	3
Cn1c(=O)c2c(nc(NCCCO)n2Cc2cccc(C(F)(F)F)c2)n(C)c1=O	29	13%	32	2.3	-7	10	3	-13	-14	1.9	-2
O=C(c1ccc(N2C(=O)C3CC=C(Cl)CC3C2=O)cc1)N1CCCCC1 (configuration not stated)	-1	5%	-23	1.5	-13	-81	2	-41	0	5.2	-5
Cc1nc(N2CCN(Cc3ccccc3)CC2)c(C#N)c2c1COC(C)(C)C2	18	-4%	24	1.7	1	-38	1	-20	36	4.4	9
CC(=O)C1=C(O)C(=O)N(c2ccc(S(N)(=O)=O)cc2)C1c1ccccc1F (configuration not stated)	-2	-4%	-4	3.1	-9	-53	2	-61	3	3.3	-9
C=CCN(C(=O)CCC(=O)O)C1CC(=O)N(c2ccc(OCCC)cc2)C1=O (configuration not stated)	35	-11%	30	3.0	5	-20	10	-2	22	2.8	-1
CC(=O)C1=C(O)C(=O)N(c2cccc(C(=O)O)c2)C1c1ccc(F)cc1 (configuration not stated)	0	-5%	-2	3.1	-1	-28	6	-27	22	3.0	2
COC(=O)c1ccc(C2C(C(=O)c3cc4ccccc4o3)=C(O)C(=O)N2CCCN(C)C)cc1 (configuration not stated)	0	-6%	-62	8.3	7	39	4	18	15	7.3	-8
CCCC(=O)N1CCc2[nH]c3ccccc3c2C1	3	-12%	5	6.9	-40	12	3	-6	8	3.9	-12
Cc1ccc(NC(=O)CSc2nnc(-c3ccco3)c(-c3ccco3)n2)cc1	45	1.7µM*	8	3.0	15	43	7	46	31	18	10
OC1(C2(O)CC(c3ccccc3)ON2)CCCCC1 (configuration not stated)	20	-3%	65	3.9	36	87	13	54	-1	2.6	14
CC(C)(C)c1cc(-c2ccco2)c(C#N)c(SCC#N)n1	5	4%	18	3.4	46	75	5	74	37	1.6	22
Cn1c(=O)c2c(nc(NCc3ccc4c(c3)OCO4)n2Cc2ccccc2)n(C)c1=O	67*	19%	10	2.6	7	-38	10	10	38	3.4	7
O=C1OC(Nc2ccc(Br)cc2F)c2ccccc21 (configuration not stated)	3	3%	-23	0.4	-14	-100	4	-53	-10	2.1	8
O=C(C1=C(O)C(=O)N(CCCN2CCOCC2)C1c1ccccn1)c1cccs1 (configuration not stated)	1	-5%	-8	2.5	-6	-14	2	-11	-37	2.7	-12
CN(C)c1ccc(-c2nn3c(-c4ccc(Cl)cc4)nnc3s2)cc1	23	6%	9	2.5	-14	-24	11	-49	-30	4.3	-4
CCN(CC)CCN1C(=O)C(O)=C(C(=O)c2ccco2)C1c1ccccn1 (configuration not stated)	-1	-5%	40	2.8	-11	-51	2	-77	51	8.0	5
CCSc1nnc(N(CCC(=O)O)CCC(=O)O)s1	3	-4%	11	3.9	11	71	4	16	12	3.8	1
Cn1c(O)c(C=Nc2ccc(Cc3ccncc3)cc2)c(=O)n(C)c1=O	-1	0%	-7	2.0	-17	-28	3	-2	13	1.2	-7
CNCCCC12CCC(c3ccccc31)c1ccccc12	53*	0%	95*	18*	x	67	31	95	50	8.7	28
CC(O)CNc1nc2c(c(=O)n(C)c(=O)n2C)n1Cc1cccc(C(F)(F)F)c1 (configuration not stated)	22	18%	33	0.8	22	-77	4	-28	-7	4.8	4
Cc1cc2c(c(=O)n1CC1CCCO1)C(c1ccc3c(c1)OCO3)C(C#N)=C(N)O2 (configuration not stated)	-3	-2%	25	2.2	-15	-30	3	-39	0	1.8	-24
CCC(NC(=O)Nc1ccc(O)cc1)(C(F)(F)F)C(F)(F)F	14	-14%	22	3.2	-31	-66	1	-52	-3	3.1	-21
COCc1cc(=O)[nH]c(Nc2nc3ccc(C)cc3o2)n1	71*	16%	93*	0.0*	70*	57	12	86	56	2.0	24
COc1ccccc1C(CC(=O)Nc1nccs1)c1ccco1 (configuration not stated)	12	7%	30	3.9	17	9	3	23	-9	2.4	10
Cc1nnc(SCC(=O)N2CCOCC2)c2ccccc12	-4	-5%	17	2.9	3	48	2	-1	-13	3.6	2
O=C(Nc1ccc(Cl)cn1)C1CCCN1S(=O)(=O)c1ccccc1 (configuration not stated)	-17	-4%	29	4.0	0	13	2	-16	4	2.3	-10
CC(C)=CCC(C)(C)CNC(=O)NC1CCCCC1	11	5%	36	4.0	51	23	2	26	-9	3.9	21
CCCOc1ccc(/C(O)=C2/C(=O)C(=O)N(CCN(C)C)C2c2ccc(OC)c(OC)c2)cc1 (configuration not stated)	2	3%	9	3.8	5	23	4	23	16	3.5	13
Cc1cc(C)c(C#N)c(SCC(=O)NC2CC2)n1	0	-3%	12	2.7	-21	-34	6	-24	-29	2.5	-15
CC(=O)c1ccc(O)c(CO)c1	-9	6%	-13	2.9	-12	-56	2	-16	-21	4.5	-7
Cc1cc(C)n(S(=O)(=O)Cc2ccccc2)n1	6	-9%	31	2.8	-1	-13	2	-9	-13	3.0	-16
O=C(NCCOCCOCCNC(=O)c1cccnc1)c1cccnc1	-3	5%	-49	2.5	-15	-79	4	-42	-51	2.7	-17
Cc1cccn2c(=O)c(/C=C(\C#N)S(=O)(=O)c3ccccc3)c(N3CCN(C)CC3)nc12	4	4%	-10	1.0	-16	-67	2	-63	6	3.9	13
CC(=O)Nc1c(I)c(NC(C)=O)c(I)c(C(=O)O)c1I	7	0%	-71	2.3	x	-36	4	-32	-4	2.1	-23
Cc1c([C@H]2[C@@H](CC#N)C2(C)C)c2ccccc2n1C	22	-3%	31	1.0	15	53	14	41	-4	0.9	-2
COc1ccc(-n2ccc(=O)c3c2CCCC3=O)cc1	-5	4%	-70	2.7	-9	-2	3	-14	-19	3.1	2
C=CCOC(=O)C(C#N)c1nc2ccccc2nc1N1CCN(c2ccccc2OCC)CC1 (configuration not stated)	19	-3%	29	2.9	-2	-8	4	-24	1	1.5	0
CCN(CC)CCNc1nc2c(c(=O)[nH]c(=O)n2C)n1CCOc1ccccc1	1	8%	4	6.4	2	52	5	-6	-29	2.3	0
CCC(=O)Nc1cc(-c2nn(C)c(=O)c3ccccc23)ccc1N1CCCCC1	43	-8%	-45	2.4	-24	-73	3	-40	-11	4.9	-9
COC(=O)CNC(=O)c1c(C)cc(=O)oc1C	1	0%	31	1.8	-10	-22	4	-8	-30	2.6	-10
Cc1nc(NCCCO)c(C#N)c2c1COC(C)(C)C2	7	-3%	-22	2.0	10	26	6	-1	-15	2.5	5
Cc1ccc2c(=O)c(CN(C)C3CCN(C)CC3)c(C)[nH]c2c1C	6	-2%	32	3.3	26	26	2	26	27	5.5	-4
CC(NC(=O)NC(N)=O)(C(F)(F)F)C(F)(F)F	3	-1%	11	3.0	-12	-20	2	-37	-12	3.7	-7
CCN(CC)CCCN1C(=O)C(=O)/C(=C(/O)c2ccc(OC)cc2)C1c1ccco1 (configuration not stated)	2	-2%	16	2.2	-9	-23	2	-41	-8	3.5	-5
CCOc1ccc(C2C(C#N)=C(N)SC(N)=C2C#N)cc1OC	-7	4%	25	0.7	2	57	4	6	-34	3.7	-1
COC(=O)c1[nH]c2cc(OC)ccc2c1NC(=O)CCN1CCCC(C)(C)C1	-5	-5%	6	1.8	9	45	4	15	18	3.9	6
CSC(=Nc1ccccc1)C1=C(O)COC1=O	4	0%	37	2.3	-22	35	16	33	13	3.0	-6
CC(=O)/C=C(\C)NCCNc1c(F)c(F)c(CO)c(F)c1F	5	9%	23	1.4	0	-47	3	-43	19	2.3	-11
COc1ccc(CSc2nnc3n(C)c(=O)c4c5c(sc4n23)CCCC5)cc1	20	0%	22	1.7	-9	-75	2	-39	-2	2.2	2
COc1cc(/C=C/C(=O)CC(=O)/C=C/c2ccc(O)c(OC)c2)ccc1O	75*	-3%	96*	35*	x	73	31	91	54	2.9	10
CCCOc1cccc(C2C(C(=O)c3ccc(C)o3)=C(O)C(=O)N2CCCN(C)C)c1 (configuration not stated)	2	-4%	10	1.5	1	32	6	-42	-21	4.9	1
NC(N)=NS(=O)(=O)c1ccc(N)cc1	-11	4%	-77	2.9	x	-41	2	-10	4	2.2	-11
O=C(COc1ccc(-c2nnc(N3CCCCC3)c3ccccc23)cc1)N1CCCCC1	43	12%	56	18	32	40	7	56	42	6.1	3
CCOC(=O)CCc1c(C)c(C#N)c2[nH]c3ccccc3n2c1=O	46	6%	3	1.5	3	-11	6	-2	33	3.6	-16

By substructure, those above containing a thiophene ring, fused or not
SMILES	A549 NSCLC growth	AID364	HT29 cell growth-1	HT29 cell growth-1 condensed nuclei	HT29 cell growth-1 ATP viability	AID772	AID772 condensed nuclei	AID772 second	HT29 cell growth-2	HT29 cell growth-2 condensed nuclei	HT29 cell growth-2 ATP viability
O=C(C1=C(O)C(=O)N(CCCN2CCOCC2)C1c1ccccn1)c1cccs1 (configuration not stated)	1	-5%	-8	2.5	-6	-14	2	-11	-37	2.7	-12
COc1ccc(CSc2nnc3n(C)c(=O)c4c5c(sc4n23)CCCC5)cc1	20	0%	22	1.7	-9	-75	2	-39	-2	2.2	2

Part of the list above with just A549 NSCLC growth and HT29 cell growth-1 ATP viability.
| structure | A549 NSCLC growth | HT29 cell growth-1 ATP viability |
| --- | --- | --- |
| CCC(NC(=O)Nc1ccc(O)cc1)(C(F)(F)F)C(F)(F)F | 14 | -31 |
| COCc1cc(=O)[nH]c(Nc2nc3ccc(C)cc3o2)n1 | 71* | 70* |
| COc1ccccc1C(CC(=O)Nc1nccs1)c1ccco1 (configuration not stated) | 12 | 17 |
| Cc1nnc(SCC(=O)N2CCOCC2)c2ccccc12 | -4 | 3 |
| O=C(Nc1ccc(Cl)cn1)C1CCCN1S(=O)(=O)c1ccccc1 (configuration not stated) | -17 | 0 |
| CC(C)=CCC(C)(C)CNC(=O)NC1CCCCC1 | 11 | 51 |

Next section.
SMILES	A549 NSCLC growth	AID364	HT29 cell growth-1	HT29 cell growth-1 condensed nuclei	HT29 cell growth-1 ATP viability	AID772	AID772 condensed nuclei	AID772 second	HT29 cell growth-2	HT29 cell growth-2 condensed nuclei	HT29 cell growth-2 ATP viability
COc1cccc(C=NCCNC(=O)c2nonc2N)c1O	5	-3%	16	8.1	-3	-61	3	-40	-12	3.0	4
CCOC(=O)CC1=NC(=O)CS1	2	-5%	15	2.2	-9	37	6	-2	7	1.4	1
Cn1c(=O)c2[nH]cnc2n(C)c1=O	10	-8%	17	1.3	x	-78	2	-37	-26	1.6	-25
O=c1/c(=C\c2cccn2-c2ccccc2)sc2nc3ccccc3n12	27	0%	18	1.9	4	-35	2	-31	31	7.3	6
N#CC1(P(=O)(c2ccccc2)c2ccccc2)CC1	-4	1%	50	1.9	-9	-7	7	-4	13	4.2	5
O=C(NCCCn1ccnc1)c1cccnc1	2	-4%	-11	2.7	-30	38	13	8	5	2.4	-6
CCOc1ccc(Br)cc1CC(=O)O	6	14%	-36	3.1	-42	38	3	-19	-11	1.1	-5

Screening results (PubChem)
